CHT allo act: allosterically activates the human high affinity choline transporter; CHT-expressing cells, membrane potential dye, choline EC20; active compounds read high; LV-AA mutant CHT in HEK293 cells; B-score at 10 µM; 310,000 tested, 0.49% active;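 active = initial fluorescence not abnormally high and integrated response B-score, plate-corrected, over 3 SD above library mean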
Target sequence (Q9GZV3 whole entry, looked up): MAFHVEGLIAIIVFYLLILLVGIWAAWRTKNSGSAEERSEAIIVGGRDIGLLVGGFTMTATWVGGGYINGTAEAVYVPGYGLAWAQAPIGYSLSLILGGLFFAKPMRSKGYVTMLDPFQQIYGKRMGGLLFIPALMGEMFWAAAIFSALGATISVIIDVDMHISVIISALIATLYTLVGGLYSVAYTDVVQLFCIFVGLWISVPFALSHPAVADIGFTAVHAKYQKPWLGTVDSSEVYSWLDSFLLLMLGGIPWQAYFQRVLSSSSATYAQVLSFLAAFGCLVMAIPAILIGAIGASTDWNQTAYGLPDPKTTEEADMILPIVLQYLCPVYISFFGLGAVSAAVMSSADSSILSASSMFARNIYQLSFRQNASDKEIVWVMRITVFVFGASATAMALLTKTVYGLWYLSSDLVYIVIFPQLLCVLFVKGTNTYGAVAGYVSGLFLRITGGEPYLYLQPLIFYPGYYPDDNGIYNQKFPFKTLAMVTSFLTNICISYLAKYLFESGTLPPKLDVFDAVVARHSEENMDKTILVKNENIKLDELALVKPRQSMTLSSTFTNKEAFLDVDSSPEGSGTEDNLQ
OX1R antagonist: human HCRTR1 antagonism | CHO/OX1R cells, Fluo-8 calcium fluorescence, orexin A | inhibition, % at 5 µM | 330,000 tested, 0.43% active | AID 434989;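 active = inhibition above its plate's threshold, mean inhibition of all tested compounds on the plate plus 3 SD, cut at about 37% in these data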;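 note: 0% = orexin A challenge wells and 100% = SB-334867-A antagonist wells; not every result past the cut was called active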
Target sequence (O43613 whole entry, looked up): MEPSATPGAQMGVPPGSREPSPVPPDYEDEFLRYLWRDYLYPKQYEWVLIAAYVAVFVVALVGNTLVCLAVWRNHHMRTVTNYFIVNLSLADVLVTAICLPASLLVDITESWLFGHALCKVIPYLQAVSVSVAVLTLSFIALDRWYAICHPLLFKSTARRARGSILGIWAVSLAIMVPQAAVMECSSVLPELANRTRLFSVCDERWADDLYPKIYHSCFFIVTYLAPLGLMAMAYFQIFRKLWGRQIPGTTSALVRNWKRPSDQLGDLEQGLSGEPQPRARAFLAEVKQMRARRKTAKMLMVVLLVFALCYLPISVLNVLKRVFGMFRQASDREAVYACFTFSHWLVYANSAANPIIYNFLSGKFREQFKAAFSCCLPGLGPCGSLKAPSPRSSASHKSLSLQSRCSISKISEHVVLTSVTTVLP
Active calls of the source: *; i = inactive; · = not tested or not shown.

SMILES	CHT allo act	OX1R antagonist
Cc1cc(C)nc(N2CCCC(C(=O)NC(C)CCc3ccco3)C2)n1 (stereo not given)	i	-30
CCOC(=O)C(=NC(C)CC)NNc1ccc(Br)cc1 (stereo not given)	i	-25
COc1ccccc1NC(=O)Cn1nc(-c2ccc(Cl)cc2)c2ccccc2c1=O	i	-14
COc1ccc(-c2ccc3c(c2)S(=O)(=O)c2cccc(C(=O)NC4CCCC4)c2C3=O)cc1OC	·	-35
CCn1c(C)cc(/C=C2\NC(=O)N(Cc3ccccc3)C2=O)c1C	i	-23
CC(C)(C)NC(=O)C(Cc1ccccc1)N1C(=O)c2ccccc2C1=O (stereo not given)	i	-32
CC(=O)N1c2c(cc(Br)cc2S(=O)(=O)NCc2ccccc2)CC1C (stereo not given)	i	-7
CC(=O)Nc1ccc(S(=O)(=O)N(C)c2nc3ccccc3nc2Cl)cc1	i	-18
CCn1c(SCC(=O)Nc2ccc3c(c2)OCCO3)nnc1-c1cccs1	i	-22
Cc1ccn2c(C(=O)NN=C3CCN(C)CC3)c(C)nc2c1	i	-31
CCCCC/C(=N\NC(=O)CCC(=O)NCc1ccccc1)c1ccccc1	i	-17
c1ccc(C2CC3CC(c4ccccc4)N2O3)cc1 (stereo not given)	i	1
O=C(NC1CCCCCC1)c1ccc(CS(=O)Cc2ccccc2Cl)o1 (stereo not given)	i	-18
Cc1ccccc1NC(=O)CSc1nc2scc(C)c2c(=O)[nH]1	i	-11
Cc1ccc(NS(=O)(=O)c2ccc(C(=O)N3CC(C)CC(C)C3)cc2)cc1 (stereo not given)	10*	63*
O=C(CN1CCSCC1)N/N=C/c1ccc(F)cc1F	i	-17
C/C(=N\NC(=O)COc1ccc(C)cc1Br)c1cc([N+](=O)[O-])cs1	i	-24
CN(/N=C/c1ccccc1O)C(=S)c1ccccc1	i	-22
COc1cc(OC)cc(C(=O)Nc2cc(C)on2)c1	i	-10
CC1Cc2nc(SCC(=O)N3CCN(c4ccccc4)CC3)n(C)c(=O)c2S1 (stereo not given)	i	-33
C/C(=N\NC(=S)NCc1ccccc1)c1cccs1	i	-9
O=C(CCCC(=O)N(CC(=O)NC1CCCC1)C1CCCC1)Nc1ccccn1	i	-14
Cc1cccc(Cn2ccc(NC(=O)c3ccc4c(c3)OCO4)n2)c1	i	-9
Cc1cccc(Nc2ccc(C(=O)O)cc2[N+](=O)[O-])c1C	i	-8
O=C(Nc1ccc2c(c1)CN(Cc1ccccc1O)CC2)C1CCCO1 (stereo not given)	i	-4
CCc1noc(C)c1C(=O)N1CCCSC1=Nc1ccccc1	i	-11
Cc1ccc2nc3c(cc(C(=O)NCCc4ccccc4)c(=N)n3CCCN3CCOCC3)c(=O)n2c1	i	-13
COc1ccc(CNC(=O)c2coc(=O)c3ccccc23)cc1	i	-23
Cc1ccc(C2C(C#N)=C(N)SC(N)=C2C#N)o1	i	4
COC(=O)NC(=C(Cl)Cl)S(=O)(=O)c1ccccc1	i	-6
NC(=O)N/N=C/c1ccccc1OC(=O)c1ccccc1Br	i	-15
Cc1ccc2c(c1)N(S(=O)(=O)c1ccc3c(c1)NC(=O)CC(=O)N3)CCO2	i	12
CCC1CCCCN1S(=O)(=O)c1ccc2c(c1)CCN2C(C)=O (stereo not given)	i	-10
O=C1CSc2ccc(C(=O)NCCc3ccc(Cl)cc3Cl)cc2N1	·	-14
COC(=O)c1scc(C)c1S(=O)(=O)Nc1ccc(C)cc1	i	-12
Cc1cccc(C(=O)O)c1NC(=O)Cc1cccc2ccccc12	i	-12
C=C(C)C1CC=C(C)/C(=N\NC(=O)CNc2ccccc2OC)C1 (stereo not given)	i	-17
O=C(Nc1cc(Cl)cc(Cl)c1)c1coc(=O)c(Br)c1	i	-3
COc1ccccc1C(=O)N1C(CC(=O)Nc2ccccc2C)C(=O)NC2CCCCC21 (stereo not given)	i	-5
CC(NC(=O)C1CCCCC1)C(c1cccs1)N1CCN(C)CC1 (stereo not given)	i	-12
CCCCc1c(O)nc(SCC(=O)c2ccccc2)n(-c2ccccc2OC)c1=O	i	-20
O=C(CNC(=O)OCc1ccccc1)NC1CCCCNC1=O (stereo not given)	i	0
COc1ccccc1NC(=O)COC(=O)CCc1ccc(S(=O)(=O)N2CCOCC2)cc1	·	-5
O=C(O)c1[nH]c2ccccc2c1CC(=O)N1CCOCC1	i	0
CCc1ccc(OC(C)C(=O)N(Cc2ccco2)C2CCS(=O)(=O)C2)cc1 (stereo not given)	i	-16
COc1ccc(NC(=O)C(C)N2C(=O)c3ccccc3C2=O)c(OC)c1 (stereo not given)	i	-20
CCN(CC)S(=O)(=O)c1cccc(C(=O)OCC(=O)c2ccc3c(c2)NC(=O)CO3)c1	i	21
COc1ccccc1NC(=O)CSCC(=O)N1c2ccccc2CCc2ccccc21	i	-41
COCCCNCCCCOc1ccc(C)cc1[N+](=O)[O-]	i	-16
CCc1ccc(NC(=O)c2cc(C)nn2-c2ccccc2)cc1	i	-28
Continuation.
SMILES	CHT allo act	OX1R antagonist
Cc1[nH]c2ccccc2c1C(=O)COC(=O)C1CCC(=O)N1 (stereo not given)	i	-8
CCn1c(SCC(=O)NC2CCCc3ccccc32)nnc1-c1cccs1 (stereo not given)	i	3
COc1cccc(OC)c1C(=O)NC(C)C12CC3CC(CC(C3)C1)C2 (stereo not given)	i	-25
O=C(NCc1cccnc1)c1ccc(COc2ccc(Cl)cc2Cl)o1	i	-18
COc1ccc(-c2cc(=Nc3c(C)n(C)n(-c4ccccc4)c3=O)c3ccccc3o2)cc1	i	-12
CC1CCN(c2cc(N)c(Cl)cc2[N+](=O)[O-])CC1	i	-13
C=CCC[C@H](Cc1ccc(F)cc1)C(=O)OC[C@H](Cc1c[nH]c2ccccc12)NC(=O)[C@H](CC=C)CC(=O)NCCO	·	18
Nc1nc(NCCOCCO)nc(NCc2ccccc2)c1[N+](=O)[O-]	i	·
CC(NC(=O)Cc1ccc(F)cc1)C(c1cccs1)N1CCN(C)CC1 (stereo not given)	i	0
O=C(COC(=O)c1ccc(O)cc1)NC(=O)NCc1ccccc1	·	0
COc1ccc(CNC(=O)COC(=O)c2ccc3ncsc3c2)cc1OC	·	2
O=C(NCc1ccccc1)C1CCCN(S(=O)(=O)c2ccc(Br)cc2)C1 (stereo not given)	i	-25
Cc1noc(C)c1C(=O)N1CCCc2ccccc21	i	-16
Cc1ccc(CC2S/C(=N/c3ccccn3)NC2=O)cc1 (stereo not given)	i	-24
COc1ccc(OCc2cc(C(=O)N3CCN(CC(=O)N(C)C)CC3)no2)c(Cl)c1	i	-7
CC1CCN(C(=O)COC(=O)CCc2c[nH]c3ccccc23)CC1	i	-20
Cc1occc1C(=O)N(Cc1nc(-c2ccccc2)no1)C(C)C	i	-1
O=C1c2ccccc2C(=O)N1CC1=NCCc2ccccc21	i	-26
CCc1nnc(NC(=O)CC(C)c2ccccc2)s1 (stereo not given)	i	-18
CCn1c(=O)c(C(=O)CN2CCN(S(=O)(=O)c3cc(C)ccc3C)CC2)c(N)n(Cc2ccccc2)c1=O	i	-30
COc1ccc(S(=O)(=O)N2CCC(C(=O)NCc3ccc(C)cc3)CC2)cc1	i	-16
O=C(C[C@H]1C/C=C\C[C@H](Cc2ccc(F)cc2)C(=O)O[C@@H](c2ccccc2)CNC1=O)N[C@H](CO)Cc1ccccc1	·	-22
COc1ccc(/C=N/NC(=O)c2cc(C3CC3)[nH]n2)cc1OC	i	-1
O=C(NCc1ccco1)c1ccc(CNc2c(N3CCCCC3)c(=O)c2=O)cc1	i	-8
COc1cc(/C=N\NC(=O)c2ccc(-c3ccccc3)cc2)cc(OC)c1OC(C)=O	i	·
CCN1CCN(C(=S)c2ccc(OC)cc2)CC1	i	-9
COc1ccc([C@H]2CC(=O)C=C(c3ccc4c(c3)OCCO4)C2)cc1	·	-2
O=C(COc1ccc(Cl)cc1)N/N=C/c1cccc2cccnc12	i	-26
O=C(c1ccccc1)N1N=C(c2ccccc2)CC1c1cccs1 (stereo not given)	i	-32
Oc1ccc(/C=N/NC(=S)Nc2cccnc2)c(O)c1	i	9
Cc1cccc(C(=O)NCC(=O)N2CCC2)c1	·	-12
COc1cc2c(cc1OC)CN(C(=O)/C=C/c1cc(OC)c(OC)c(OC)c1)CC2	i	-31
O=C(CSC1=NCCN1)NC1CCCCCC1	i	-9
O=C(c1ccc(Cl)cc1Cl)c1ncc(C(F)(F)F)cc1Cl	i	-11
CC(=O)Nc1ccc(S(=O)(=O)NC2(C(F)(F)F)C(=O)Nc3c2c(=O)[nH]c(=O)n3C)cc1 (stereo not given)	i	-9
COc1ccc2[nH]c(=O)c(C(c3nnnn3C(C)(C)C)N(Cc3ccco3)CC3CCCO3)cc2c1 (stereo not given)	i	-14
COc1ccc(CCNC(=O)C(CC(C)C)NC(N)=O)cc1 (stereo not given)	i	-4
O=C(c1ccc(Cl)cc1)c1oc2ccccc2c1CS(=O)c1ccccc1 (stereo not given)	i	-26
CCOc1ccccc1C(=S)NC1CCCCC1	i	-8
COc1cc([C@H]2OC[C@H]3[C@@H]2CO[C@H]3c2ccc(O)c(OC)c2)ccc1O	·	-14

An excerpt from the list above:
SMILES	CHT allo act	OX1R antagonist
COc1cc(/C=N\NC(=O)c2ccc(-c3ccccc3)cc2)cc(OC)c1OC(C)=O	i	·
CCN1CCN(C(=S)c2ccc(OC)cc2)CC1	i	-9
COc1ccc([C@H]2CC(=O)C=C(c3ccc4c(c3)OCCO4)C2)cc1	·	-2
O=C(COc1ccc(Cl)cc1)N/N=C/c1cccc2cccnc12	i	-26
O=C(c1ccccc1)N1N=C(c2ccccc2)CC1c1cccs1 (stereo not given)	i	-32
Oc1ccc(/C=N/NC(=S)Nc2cccnc2)c(O)c1	i	9
Cc1cccc(C(=O)NCC(=O)N2CCC2)c1	·	-12
COc1cc2c(cc1OC)CN(C(=O)/C=C/c1cc(OC)c(OC)c(OC)c1)CC2	i	-31
O=C(CSC1=NCCN1)NC1CCCCCC1	i	-9
O=C(c1ccc(Cl)cc1Cl)c1ncc(C(F)(F)F)cc1Cl	i	-11
CC(=O)Nc1ccc(S(=O)(=O)NC2(C(F)(F)F)C(=O)Nc3c2c(=O)[nH]c(=O)n3C)cc1 (stereo not given)	i	-9
COc1ccc2[nH]c(=O)c(C(c3nnnn3C(C)(C)C)N(Cc3ccco3)CC3CCCO3)cc2c1 (stereo not given)	i	-14
COc1ccc(CCNC(=O)C(CC(C)C)NC(N)=O)cc1 (stereo not given)	i	-4
O=C(c1ccc(Cl)cc1)c1oc2ccccc2c1CS(=O)c1ccccc1 (stereo not given)	i	-26
CCOc1ccccc1C(=S)NC1CCCCC1	i	-8
COc1cc([C@H]2OC[C@H]3[C@@H]2CO[C@H]3c2ccc(O)c(OC)c2)ccc1O	·	-14

(next part)
SMILES	CHT allo act	OX1R antagonist
CCCC(=O)NNC(=O)CCC(=O)NCc1ccccc1	i	14
O=C(CN1C(=O)c2ccccc2S1(=O)=O)NCc1ccco1	i	-2
COc1cc2sc(-c3ccc(S(C)(=O)=O)cc3)c(C(=O)NCCCCO)c2cc1OC	·	3
CCN(CC)S(=O)(=O)c1ccc2c(c1)c(=O)c(C(=O)NCc1ccco1)cn2C	i	-27
COc1ccc(OC)c(NC(=O)c2cc(-c3cc(C)c(C)cc3O)n[nH]2)c1	i	-22
Cc1ccc2c(CC(=O)N3CCN(S(=O)(=O)c4cccs4)CC3)coc2c1	i	-15
Cc1cc(C)c2sc(N(CCCN(C)C)C(=O)c3ccc(S(=O)(=O)N(C)C4CCCCC4)cc3)nc2c1	i	-26
NS(=O)(=O)c1ccc(CCNC(=S)Nc2ccccc2)cc1	i	12
Cc1cc(N2CCN(c3ccccc3)CC2)nc(-n2nc(C)cc2C)n1	i	-17
CCOC(=O)c1ccc2c(c1)NCc1cccc(OC)c1O2	i	-27
COCc1cc(C)nc2sc(C(=O)Nc3ccccc3F)c(N)c12	i	-27
COc1cc(/C=N/Nc2ccc([N+](=O)[O-])cc2S(=O)(=O)N2CCOCC2)cc(OC)c1OC	i	-9
Cc1ccc(NC(=O)C2CC(=O)N/C(=N/N=C/c3ccco3)S2)cc1C (stereo not given)	i	-9
CCOC(=O)c1cnc2ccc(OCC)cc2c1N1CCN(c2ccccc2OC)CC1	i	-33
COc1ccc(NC(=O)c2nn(C)cc2[N+](=O)[O-])cc1	i	-14
CCOc1cc(C(c2c(C)[nH][nH]c2=O)c2c(C)[nH][nH]c2=O)ccc1OS(=O)(=O)c1ccccc1	i	-3
O=[N+]([O-])c1ccccc1S(=O)(=O)NCCc1ccncc1	i	-5
COc1ccc(-c2cn3c(C)c(C(=O)Nc4cccc(C)n4)sc3n2)cc1	i	-4
COc1nccnc1NS(=O)(=O)c1ccc(NCc2cc(Br)ccc2O)cc1	i	-10
Cc1cc(=O)n2[nH]c(-c3ccc(F)cc3)nc2n1	i	-11
CC(=O)Nc1ccc(S(=O)(=O)NCc2nc(-c3ccc(C)cc3)no2)cc1	i	-13
Cc1onc(-c2ccccc2)c1C(=O)Nc1cccc(S(=O)(=O)NC2=NCCC2)c1	·	-11
O=C(O)c1ccc(CNC(=O)c2ccc(S(=O)(=O)N3CCCCC3)cc2)cc1	·	-5
CCOC(CNc1ncnc2sc(-c3ccccc3)cc12)OCC	i	-46
COc1ccc(OC)c(C(=O)NC(CC(N)=O)c2ccc(NC(C)C)c([N+](=O)[O-])c2)c1 (stereo not given)	i	-26
CC(C)Oc1ccc(CN2CCC(n3nccc3NC(=O)c3cccnc3)CC2)cc1	i	6
C[C@@H]1CN(Cc2nc(-c3ccc(Cl)cc3)no2)C[C@H](C)O1	i	-10
O=C(CN1CCOCC1)Nc1nc(-c2ccccc2)cs1	i	-4
Cc1ccc(NC(=O)CCC(C(=O)O)N2C(=O)c3ccccc3C2=O)cc1 (stereo not given)	i	-4
O=C(O)c1cc(O)c2c(c1)[C@@H]([C@H]1c3cc(C(=O)O)cc(O)c3C(=O)c3c(O[C@@H]4O[C@H](CO)[C@@H](O)[C@H](O)[C@H]4O)cccc31)c1cccc(OC3O[C@H](CO)[C@@H](O)[C@H](O)[C@H]3O)c1C2=O (stereo not given in full)	i	8

Screening results: PubChem BioAssay, several laboratories
